# BL2 CD40 inh = CD40 pathway inhibition in BL2 cells; BL2 NF-kB luciferase reporter, CD40L-induced, 4 h; inhibition, % at 10 µM; 0.94% of 83,000 active; AID 1053188;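 active means mean inhibition of at least 50% with a set share of replicates also reaching that level; inconclusive means no clear call, values can overlap the other calls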;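 further: 0% = neutral control wells and 100% = IKK inhibitor VII at 50 µM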
# * hit, by the source's call; u = inconclusive; & = joins results of further samples; [ ] = remark or other dose. These rows are one share of the data; the hit share may differ from the screen's.
SMILES,BL2 CD40 inh
CC1(C)CC2CC(C)(CN2C(=O)COC(=O)c2cccnc2Cl)C1 (stereo not drawn),6.3
CCN(CC)S(=O)(=O)c1cccc(C(=O)NCC2(N3CCOCC3)CCCCC2)c1,10.1
CC(C)(CO)Cc1cc(C(C)(C)C)c(O)c(C(C)(C)C)c1,0.8[25 µM]
COc1cccc(-c2ccc3n(c2=O)C[C@@H]2[C@@H](CO)[C@H](C(=O)NC4CCCC4)[C@H]3N2C)c1,-0.1
CCOc1ncccc1C(=O)Nc1ccc(S(=O)(=O)N2CCCC2)cc1,-11.7
O=C(NC1CCCC1)N1CCCCN2[C@@H](CO)[C@H](c3ccc(-c4cccnc4)cc3)[C@@H]2C1,4.6[25 µM]
Cc1ccc(NC(=O)CN(C)C(=O)c2ccc(OCc3cn4ccccc4n3)cc2)cc1,-36.1
NC(=O)C(CCc1nc2ccccc2[nH]1)NS(=O)(=O)c1ccccc1 (stereo not drawn),-8.9
C[C@@]12CC(=O)NC1N(C(=O)c1cccc(C(F)(F)F)c1)C(c1ccccc1O)C2 (stereo partly drawn),9.1
CC(=O)c1ccc(OCC(=O)Nc2nnc(C3CC3)s2)cc1,-4.7
Cc1nc(-c2ccc(F)cc2)c(CC(=O)N(C)CC(=O)Nc2ccccc2C(F)(F)F)s1,6.0
CCOC(=O)c1c(NC(=O)COC(=O)c2ccccn2)sc(C(=O)N(C)C)c1C,-1.4
CCOC(=O)c1cnn(-c2ccc(C(C)C)cc2)c1NC(=O)C1CCC1,-53.6
CN(CC(=O)Nc1ccc(F)cc1)C(=O)CNC(=O)C1CCCCC1,6.4
COC(=O)C[C@@H]1CC[C@H]2[C@H](COc3ccc(NC(=O)Nc4cccc(C#N)c4)cc3C(=O)N2C)O1,17.9[25 µM]
O=C(NC1CCCCC1)c1cccc(S(=O)(=O)N2CCOCC2)c1,21.1
CS(=O)(=O)Nc1ccc2c(c1)[C@@H]1C[C@H](CC(=O)NCc3cc(F)ccc3F)O[C@@H](CO)[C@@H]1O2,-0.7[25 µM]
CC(=O)Nc1scc(C)c1-c1nc2ccccc2s1,7.6
COC(=O)Nc1snnc1C,5.7
OC[C@@H]1[C@H](c2ccc(-c3ccc(F)cc3)cc2)[C@@H](CNC2CCCC2)N1CCC(F)(F)F,-0.6[25 µM]
CCOc1ccc(C(=O)NCC(=O)NCC(c2ccco2)N2CCCCC2)cc1OCC (stereo not drawn),5.7
CCCC(=O)NC(c1ccco1)c1c(O)ccc2ccccc12 (stereo not drawn),-10.6
O=S(=O)(c1cccs1)N1CCCc2ccccc21,4.5
COCCNC(=O)c1ccc2c(c1)CCN2S(C)(=O)=O,-2.9
O=C(c1ccc(CS(=O)c2ccc(F)cc2)o1)N1CCN(C2CCCCC2)CC1 (stereo not drawn),-4.4

# The results go on:
SMILES,BL2 CD40 inh
O=C(C1CCN(C2CCN(Cc3ccc4c(c3)CCO4)CC2)CC1)N1CCCC1,9.6
Nc1ccc(NC(=O)c2cccs2)cc1,-18.8
CN1C(=O)c2cc(NC(=O)c3ccc(F)c(F)c3)ccc2OC[C@H]2O[C@@H](CC(=O)Nc3ccc4c(c3)COC4)CC[C@@H]21,28.2[25 µM]
Cc1c(C)n(CC(O)CN2CCCCCC2)c2ccccc12 (stereo not drawn),10.9
O=C(O)[C@@H]1[C@@H](CO)[C@@H]2Cn3c(cccc3=O)[C@@H]2N1C(=O)NC1CCCC1,0.2[25 µM]
CSc1ncccc1C(=O)Nc1ccc(S(=O)(=O)NC2=NCCCCC2)cc1,13.9
O=C(Oc1ccc([N+](=O)[O-])cc1)C1CC(=O)N(c2ccc3c(c2)OCCO3)C1 (stereo not drawn),10.4
O=C(C[C@@H]1C[C@H]2c3cc(NC(=O)NC4CCCCC4)ccc3O[C@H]2[C@H](CO)O1)NCC1CC1,2.2
Cn1cc(CN2CCCC(CO)(Cc3cccc(Cl)c3)C2)cn1 (stereo not drawn),-4.6
C[C@H](CO)N1C[C@H](C)[C@@H](CN(C)S(=O)(=O)c2cccs2)Oc2ccc(NC(=O)CCN3CCOCC3)cc2C1=O,-31.5[25 µM]
N#C[C@H]1[C@@H](c2ccccc2-c2ccc(F)cc2)[C@@H](CO)N1C(=O)Cc1cccnc1,-5.6[25 µM]
CCCN1C(=O)SC(CC(=O)Nc2cccc3ccccc23)C1=O (stereo not drawn),10.5
Cc1nn(C(C)C(=O)NCCN2CCCCCC2)c(=O)c2nn(-c3ccccc3)c(C)c12 (stereo not drawn),0.4
O=C(CCC(=O)N1CCCC1)Nc1ccc(Cl)c(Cl)c1,-9.9
Cc1ncc2c(c1OC(=O)c1ccc([N+](=O)[O-])cc1)COC(C)(C)OC2,5.3
Cc1ccc(C)c(NC(=O)Cn2nc(C(F)(F)F)cc2C2CC2)c1,2.6
CN1C(=O)c2cc(NC(=O)c3ccc(C#N)cc3)ccc2OC[C@H]2O[C@@H](CC(=O)NC3Cc4ccccc4C3)CC[C@@H]21,-24.8[25 µM]
CC1CCc2c(sc3nc(CN4CCOCC4)nc(Sc4ccccc4)c23)C1 (stereo not drawn),-2.7
Cc1cc(C)nc(SCC(=O)Nc2nonc2N)n1,12.2
COc1ccc(Nc2ncc(C(=O)O)c3ccccc23)cc1,-13.5
O=C1c2ccccc2-c2c1cccc2C(=O)N1CCCCCC1,-0.3
COc1ccc(CNC(=O)C2CCN(S(=O)(=O)c3ccc(N4CCCC4=O)cc3)CC2)cc1,4.7
CCNC(=O)c1sccc1-n1cccc1,10.6
C[C@@H]1CN([C@@H](C)CO)C(=O)c2cc(NS(=O)(=O)c3ccc(Cl)cc3)ccc2O[C@@H](C)CCCCO[C@H]1CN(C)Cc1ccncc1,-12.8[25 µM]
Cc1ccc(CS(=O)Cc2ccc(C(=O)NCc3ccc4c(c3)OCO4)o2)cc1 (stereo not drawn),25.4

# Next part:
SMILES,BL2 CD40 inh
C[C@@H]1CN([C@H](C)CO)C(=O)c2cc(C#Cc3ccccc3)cnc2O[C@@H]1CN(C)C(=O)c1ccccc1,5.5[25 µM]
O=C([C@@H]1[C@@H](CO)[C@@H]2Cn3c(ccc(/C=C/c4ccccc4)c3=O)[C@@H]2N1CC1CC1)N1CCCCC1,25.5
COc1ccc(NC(=O)N(C)C[C@@H]2OCc3cn(nn3)CCCC(=O)N([C@H](C)CO)C[C@H]2C)c(OC)c1,-2.6[25 µM]
C[C@@H]1CC=CC[C@@H](c2cccc(Cl)c2)NC(=O)[C@H](Cc2ccccc2)N(C)C(=O)c2ccccc2O1 (mixture of isomers),20.2[25 µM]
CCOc1ccc(C(=O)CCC(=O)O)cc1,8.5
COc1ccccc1CN1C[C@@H]2N[C@H](C1)C2c1ccc(-c2ccncc2)cc1 (stereo partly drawn),-7.1&2.7[25 µM]
C[C@@H]1CCCCO[C@@H](CN(C)CC2CC2)[C@H](C)CN([C@H](C)CO)C(=O)c2cc(NC(=O)c3ccccc3)ccc2O1,4.2[25 µM]
O=C(Nc1nccs1)C1CC(=O)N(Cc2ccco2)C1 (stereo not drawn),5.1
C[C@@H]1CN(C)C(=O)Cc2ccccc2O[C@H]1CN(C)C,-6.5
COC(=O)c1c(S(=O)(=O)N2CCOCC2)c(C)n(C)c1C,11.1
CCOC(=O)c1oc2ccccc2c1NC(=O)COC,3.4
O=C(Nc1cccc(C(=O)N2CCCc3ccccc32)c1)c1ccccc1,10.2
CO[C@H]1CN(C)C(=O)c2ccc(NC(=O)Nc3c(C)noc3C)cc2OC[C@H](C)N(CCC(F)(F)F)C[C@H]1C,1.4[25 µM]
COc1ccc(NC(=O)C2CC2)cc1NS(=O)(=O)c1ccc(F)cc1,7.8
N#C[C@@H]1[C@@H](c2ccccc2)[C@@H](CO)N1S(=O)(=O)c1ccc(F)cc1,3.5
COc1ccccc1-c1ccc([C@H]2[C@H]3CN(C(=O)NC4CCCC4)CCCCN3[C@H]2CO)cc1,-7.5[25 µM]
CCCCOc1ccc(C(=O)CCN2CCCCC2)cc1,u
O=C(NC1CC1(c1ccccc1)c1ccccc1)c1ccccc1 (stereo not drawn),5.0
CCOC(=O)c1c(C)nc2ccccn12,10.4
CCC(=O)N1[C@@H]2Cn3c(cccc3=O)[C@H]1[C@@H](C(=O)N1CCCCC1)[C@@H]2CO,-4.0[25 µM]
COc1cccc(CN2[C@@H]3CNC[C@H]2C3c2ccc(-c3ccccc3C)cc2)c1 (stereo partly drawn),-5.6&-2.5[25 µM]
Cn1cnc2nc(Cl)nc(Cl)c21,22.0
COc1cccc(S(=O)(=O)N2C[C@@H](O)COC[C@@H]3O[C@H](CC(=O)N4CCN(c5ccccc5)CC4)CC[C@H]32)c1,19.4[25 µM]
O=S(=O)(c1ccc2c(c1)OCCO2)N1CCc2ccccc21,5.5
CC(C)NC(=O)N1CC[C@@H]2[C@@H](CO)N(C)c3ccc(Br)cc3[C@@H]21,2.1[25 µM]

# Taken from above.
# Result of C[C@@H]1CCCCO[C@@H](CN(C)CC2CC2)[C@H](C)CN([C@H](C)CO)C(=O)c2cc(NC(=O)c3ccccc3)ccc2O1 under BL2 CD40 inh: 4.2[25 µM]
# Result of CCOC(=O)c1oc2ccccc2c1NC(=O)COC under BL2 CD40 inh: 3.4
# Result of COc1ccc(NC(=O)C2CC2)cc1NS(=O)(=O)c1ccc(F)cc1 under BL2 CD40 inh: 7.8
# Result of C[C@@H]1CN(C)C(=O)Cc2ccccc2O[C@H]1CN(C)C under BL2 CD40 inh: -6.5
# Result of CO[C@H]1CN(C)C(=O)c2ccc(NC(=O)Nc3c(C)noc3C)cc2OC[C@H](C)N(CCC(F)(F)F)C[C@H]1C under BL2 CD40 inh: 1.4[25 µM]
# Result of COc1cccc(S(=O)(=O)N2C[C@@H](O)COC[C@@H]3O[C@H](CC(=O)N4CCN(c5ccccc5)CC4)CC[C@H]32)c1 under BL2 CD40 inh: 19.4[25 µM]
# Result of CC(C)NC(=O)N1CC[C@@H]2[C@@H](CO)N(C)c3ccc(Br)cc3[C@@H]21 under BL2 CD40 inh: 2.1[25 µM]

# (list continues)
SMILES,BL2 CD40 inh
CC(C)[C@H]1C(=O)N[C@@H](c2ccc3c(c2)OCO3)CC=CC[C@H](C)Oc2ccccc2C(=O)N1C (mixture of isomers),1.4
C[C@H]1CN([C@@H](C)CO)C(=O)CCCn2nncc2CO[C@H]1CN(C)Cc1ccccc1,5.4
O=C(NCc1ccc2c(c1)OCO2)c1cccc(S(=O)(=O)N2CCCC2)c1,1.9
COC(=O)c1ccncc1N,5.6
CCCNC(=O)Nc1ccc2c(c1)OC[C@@H](C)N(S(C)(=O)=O)C[C@@H](C)[C@H](OC)CN(C)C2=O,-6.5[25 µM]
Cc1csc(NC(=O)CCC(=O)c2cccs2)n1,-0.9
CCNC(=O)[C@@H]1[C@@H](CO)[C@@H]2Cn3c(ccc(-c4ccccc4)c3=O)[C@@H]2N1Cc1ccc2c(c1)OCO2,3.2[25 µM]
CCOc1ccc(C(=O)Cc2ccc3oc(C(=O)O)cc3c2)c(O)c1,4.3
COc1ccc(C2(CNS(=O)(=O)c3ccccc3)CCOCC2)cc1,1.0
COc1ccc2c(Cl)c(-c3nnc4n3CCCCC4)sc2c1,-16.5
CCCCc1c(C)nc2ccc(C(=O)OCC)cc2c1Cl,-5.0
Cc1cc(C(=O)OCC(=O)Nc2cc(C)on2)c2ccccc2n1,6.2
Cc1cccc(NS(=O)(=O)c2ccc(C)c(C(=O)N(C)C)c2)c1,8.0
O=C(c1cnccn1)N1CC(=O)N2[C@@H](CO)[C@@H](c3ccc(C#CC4CCCC4)cc3)[C@@H]2C1,2.8
COc1ccccc1-c1ccc([C@@H]2[C@@H](C#N)N(C(=O)C3CCOCC3)[C@H]2CO)cc1,-9.2[25 µM]
O=C(NCc1ccc2c(c1)OCO2)C1CC(=O)N(C2CCCCCC2)C1 (stereo not drawn),7.6
CCCC(=O)Nc1sc(C)c(C)c1C#N,5.8
Cc1noc(C)c1COc1ccccc1C(=O)N(C)CC(=O)Nc1ccc(F)cc1,-2.0
COc1cc(C(=O)NCc2cn3ccccc3n2)cc(OC)c1OC,10.3
O=C(C[C@H]1C[C@H]2c3cc(NC(=O)NC4CCCC4)ccc3O[C@H]2[C@H](CO)O1)NCc1cccnc1,-2.2
CCN(CC)CCNC(=O)c1ccc(NC(=O)COc2ccc3c(c2)CCC3)cc1,4.8
CN(c1ccc(F)cc1)S(=O)(=O)c1ccc(Cl)c(C(=O)NCC2CCCO2)c1 (stereo not drawn),-4.8
O=C(NCc1ccco1)Nc1ccc2snnc2c1,-18.7
CC1CN(C(=O)c2cc(-c3ccc(Cl)s3)nc3ccccc23)CC(C)O1 (stereo not drawn),-4.9
O=C(CCNC(=O)c1ccc(Cl)cc1)NCC(c1ccco1)N1CCCC1 (stereo not drawn),8.6

# (list continues)
SMILES,BL2 CD40 inh
CN(Cc1cccs1)C(=O)c1cccc(S(=O)(=O)N2CCCCCC2)c1,4.6
CCn1c(=O)c2cc(C(=O)Nc3ccccc3OC)sc2c2ccccc21,0.4
CCN(CC)S(=O)(=O)c1cc(NC(=O)CNc2cccc(S(=O)(=O)N3CCOCC3)c2)ccc1C,7.2
COc1ccc2[nH]c(=O)c(C(=O)O)cc2c1,14.1
CC(=O)c1ccc(N(C)C)cc1,5.2
COCCNC(=O)[C@@H]1[C@@H](CO)[C@@H]2Cn3c(cccc3=O)[C@H]1N2S(=O)(=O)c1ccccc1C,-4.8[25 µM]
Cc1noc(C)c1S(=O)(=O)Nc1cccc2c1O[C@H](CN(C)Cc1ccccc1)[C@H](C)CN([C@H](C)CO)C2=O,8.3
Cc1ccc(S(=O)(=O)N(C)C[C@@H]2Oc3c(NS(C)(=O)=O)cccc3C(=O)N([C@@H](C)CO)C[C@H]2C)cc1,1.7[25 µM]

# Among those listed so far, 3 have an aryl thioether with sulfur outside any ring:
SMILES,BL2 CD40 inh
CSc1ncccc1C(=O)Nc1ccc(S(=O)(=O)NC2=NCCCCC2)cc1,13.9
CC1CCc2c(sc3nc(CN4CCOCC4)nc(Sc4ccccc4)c23)C1 (stereo not drawn),-2.7
Cc1cc(C)nc(SCC(=O)Nc2nonc2N)n1,12.2

# Screens (PubChem BioAssay)
